697 NFkB inh – lowers PMA/ionomycin-induced NF-kB signal in 697 B cells; inhibition, % at 4 µM; hit rate 0.33% among 330,000; AID 435022; 697 B-cell NF-kB luciferase reporter, 16 h; in the data active = inhibition above about 35%
Apaf1 inhib – blocks human Apaf-1 apoptosome activity. reconstituted apoptosome caspase-3 activity, DEVD-Rh110 fluorescence. inhibition, % at 20 µM. O14727. hit rate 0.71% among 330,000. AID 489030; active = inhibition of at least 40% at 20 µM;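 also: plate controls were DMSO wells for no effect and DEVD-CHO caspase inhibitor wells for full effect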
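System – cell-free apoptosome with Apaf-1, procaspase-3 and caspase-9 · Buffer or medium – pH 7.5 Hepes buffer with CHAPS, BSA, DTT · Also added – cytochrome c with DEVD-Rh110 · Times – 30 min compound preincubation, 50 min activation, room temperature · Technique – Rh110 fluorescence intensity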
Gli-Sufu antag – Gli-Sufu pathway antagonism. Sufu-KO-LIGHT fibroblasts, Gli luciferase reporter luminescence. inhibition, % at 5 µM. hit rate 0.74% among 340,000. AID 588413;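 active = inhibition above about 55%, limit read from the data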;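 also: 0% = DMSO-treated cells and 100% = wells with medium but no cells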
UBC13 inh – human UBC13 polyubiquitination inhibition. UBC13 polyubiquitin chain formation, TR-FRET. inhibition, % at 20 µM. hit rate 0.47% among 330,000; in the data active = inhibition above about 45%, passing the limit was not always enough; inconclusive = no clear call, values can overlap the other calls
Target sequence (P61088 whole entry, looked up): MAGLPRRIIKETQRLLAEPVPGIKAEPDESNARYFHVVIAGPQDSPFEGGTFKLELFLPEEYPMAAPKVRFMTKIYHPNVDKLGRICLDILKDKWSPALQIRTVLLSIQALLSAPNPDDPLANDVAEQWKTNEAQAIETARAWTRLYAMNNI
SENP8 block – blocks the human protease SENP8; Q96LD8; purified SENP8, Z-RLRGG-aminoluciferin cleavage, luminescence; inhibition, % at 10 µM; hit rate 1.2% among 330,000; AID 2540
Target sequence (Q96LD8 whole entry, looked up): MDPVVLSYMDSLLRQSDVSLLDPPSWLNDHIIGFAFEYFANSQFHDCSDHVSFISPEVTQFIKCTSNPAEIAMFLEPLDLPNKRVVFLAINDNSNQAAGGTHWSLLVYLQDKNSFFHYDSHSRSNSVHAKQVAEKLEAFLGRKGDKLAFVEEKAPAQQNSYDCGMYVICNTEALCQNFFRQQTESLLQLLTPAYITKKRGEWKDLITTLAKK
CCR6 antagonist – antagonists of human CCR6 receptor; CHO-K1 CCR6 PathHunter beta-arrestin, luminescence, CCL20-stimulated; inhibition, % at 20 µM; hit rate 0.49% among 340,000; AID 493098;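 active = compounds whose inhibition of the agonist-driven luminescence signal at 20 µM reaches about 50%, limit read from the data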;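 also: cells stimulated with CCL20 at 14 nM final; plate controls were DMSO with CCL20 for no effect and DMSO without agonist for full effect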
EBI2 block – EBI2 (human) antagonism | EBI2 beta-arrestin recruitment, luminescence, 7a,25-OHC stimulated | inhibition, % at 5 µM | hit rate 0.81% among 360,000 | AID 651636; in the data active = inhibition above about 38%;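 also: enzyme fragment complementation signal reports receptor beta-arrestin coupling in cells; 0% = agonist plus DMSO wells and 100% = wells without agonist; some results beyond the cut were filed as inactive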
Target sequence (P32249 whole entry, looked up, the tested form may be a part): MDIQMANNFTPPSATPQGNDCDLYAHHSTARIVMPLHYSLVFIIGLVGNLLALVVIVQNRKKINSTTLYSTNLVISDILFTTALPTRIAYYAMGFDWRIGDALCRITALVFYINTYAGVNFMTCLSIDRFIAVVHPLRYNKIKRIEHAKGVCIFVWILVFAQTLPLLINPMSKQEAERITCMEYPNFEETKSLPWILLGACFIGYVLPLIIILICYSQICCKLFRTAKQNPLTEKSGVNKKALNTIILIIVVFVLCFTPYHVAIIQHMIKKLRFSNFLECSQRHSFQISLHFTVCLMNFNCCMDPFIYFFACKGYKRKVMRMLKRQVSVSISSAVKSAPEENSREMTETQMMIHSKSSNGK
Jurkat NFkB inh – inhibitors of the PMA/ionomycin-induced NF-kB reporter in Jurkat cells; PMA/ionomycin-induced NF-kB luciferase reporter, luminescence; inhibition, % at 4 µM; hit rate 0.53% among 330,000
Numbers without * were called inactive; ? = inconclusive; . = not tested or not shown. Rule as the data show it, unless noted: active = inhibition above about 50%; inactive = the rest.

SMILES	697 NFkB inh	Apaf1 inhib	Gli-Sufu antag	UBC13 inh	SENP8 block	CCR6 antagonist	EBI2 block	Jurkat NFkB inh
CCc1nnc(NC(=O)CSc2nnc(COc3cccc(C)c3)o2)s1	9.8	7.4	0.7	-1.9	-0.9	-4.3	1.0	-12.5
Cc1ccc(/C=C2\SC(=S)N(CCC(=O)NNS(=O)(=O)c3ccccc3)C2=O)cc1	12.6	2.8	-0.6	6.8	4.4	16.4	-1.4	3.2
C#CCOCCOCCOCCNc1nc(N2CCN(C(=O)[C@H]([C@@H](C)CC)n3cc([C@@H](N)Cc4ccc(O)cc4)nn3)CC2)nc(N2CCN(C(=O)[C@H](CCCCN)n3cc([C@@H](N)CC(C)C)nn3)CC2)n1	-6.6	3.1	.	97.2*	-5.7	.	.	1.8
COc1ccc(NC(=S)Nc2cccc(Cl)c2Cl)cc1OC	1.1	-0.6	-1.1	-4.5	-7.7	16.5	7.8	2.2
CC1CCN(S(=O)(=O)c2cn(CC(=O)N3CC(C)CC(C)C3)c(=O)c3ccccc23)CC1 (stereo unspecified)	-9.6	1.5	9.2	-3.3	-2.3	13.9	-7.3	0.2
CCc1cc(C(=O)N2CCCC(C(=O)c3ccc(C(F)(F)F)cc3)C2)n(C)n1 (stereo unspecified)	-14.1	4.4	14.5	2.1	3.3	3.3	-3.0	8.8
O=C1CC(C(=O)O)C2(CCCC2)O1 (stereo unspecified)	25.9	-19.0	-1.6	11.3	-6.6	-2.6	-3.8	10.1
CCCOc1ccc(C(=O)N2CCN(c3ccc(NC(=O)CC)cc3Cl)CC2)cc1	-16.7	13.4	7.9	-13.3	-11.2	-1.7	70.1*	6.2
C/C(=N\NC(=O)c1cc(-c2ccccn2)nc2ccccc12)c1cccc([N+](=O)[O-])c1	-4.4	-2.3	2.6	-9.2	-4.8	14.7	-6.6	-12.1
C=C1SC(Nc2c(C)cc(C)cc2C)=NC12CCCCC2	-31.2	-11.6	15.7	21.6	-5.5	21.4	20.0	8.6
COCc1cc(C)nc2sc(C(=O)Nc3ccc(OC)cc3)c(N)c12	-2.6	3.1	-18.7	-7.1	5.2	3.9	-1.9	-14.6
O=C(CSc1nc(NS(=O)(=O)c2ccccc2)cc(=O)[nH]1)Nc1ccccc1C(F)(F)F	-0.5	4.2	12.8	3.3	3.1	-4.6	0.7	8.9
CN(C(=O)COC(=O)c1ccc(=O)n(Cc2ccccc2)n1)C1CCCCC1	-8.1	-0.6	-3.0	6.0	5.4	-1.1	1.4	6.2
CC1CC(C)CN(CCCNC(=O)CN2C(=O)c3cccnc3Oc3ccc(Cl)cc32)C1 (stereo unspecified)	-59.1	-148.2	16.9	-6.0	3.8	16.9	1.6	-15.6
Cc1cccc(NC(=O)Nc2ccc(Cl)c(Cl)c2)n1	-133.6	10.8	-90.2	-1.3	-9.5	1.1	6.7	-72.8
C=C1CN(CC(=O)OC)S(=O)(=O)c2ccccc21	-7.4	6.5	-15.9	-1.5	-15.7	2.9	-5.1	5.0
COc1ccc(-n2cnc3cc(NS(=O)(=O)c4ccccc4)ccc32)cc1	8.3	-7.9	-27.5	16.4	-4.0	11.4	11.4	-12.1
O=C(Nc1ccc(F)cc1)N1CCn2c(nc3ccccc32)C1	8.4	-10.3	1.4	8.5	-2.3	3.1	-5.7	7.8
Cc1ccccc1-c1noc(-c2ccc(O)cc2)n1	-123.4	8.9	-91.7	7.0	98.8*	-2.0	5.6	-115.4
NS(=O)(=O)c1ccc(NC(=S)Nc2cc(Cl)c(Cl)cc2Cl)cc1	7.5	6.6	-6.2	7.7	-6.3	4.5	3.9	-26.4
O=S(=O)(NC1CCCCC1)c1ccc(N2CCOCC2)nc1	-11.6	-15.1	2.9	?	-8.5	-2.4	-11.9	-8.7
Cc1cc(-c2cc(C(=O)NC3CCCC3)on2)nc(NCC2CC2)n1	15.7	5.5	3.3	3.0	-5.3	6.8	-16.7	6.0
Cc1ccc2c(C)c(C(=O)N(C)C(C)c3ccncn3)oc2c1C (stereo unspecified)	2.5	2.3	-11.3	-0.6	6.5	0.2	-0.2	-3.8
CCOC(=O)N1CCN(c2nc(=S)n(-c3ccccc3)c(C)c2C(C)=O)CC1	-12.5	-6.9	-0.2	-3.7	-1.7	-21.0	-9.9	-3.0

Compound profiles, as listed above. Order of values: 697 NFkB inh | Apaf1 inhib | Gli-Sufu antag | UBC13 inh | SENP8 block | CCR6 antagonist | EBI2 block | Jurkat NFkB inh
Profile of Cc1cc(-c2cc(C(=O)NC3CCCC3)on2)nc(NCC2CC2)n1 → 15.7 | 5.5 | 3.3 | 3.0 | -5.3 | 6.8 | -16.7 | 6.0
Profile of CCOC(=O)N1CCN(c2nc(=S)n(-c3ccccc3)c(C)c2C(C)=O)CC1 → -12.5 | -6.9 | -0.2 | -3.7 | -1.7 | -21.0 | -9.9 | -3.0
Profile of COc1ccc(-n2cnc3cc(NS(=O)(=O)c4ccccc4)ccc32)cc1 → 8.3 | -7.9 | -27.5 | 16.4 | -4.0 | 11.4 | 11.4 | -12.1
Profile of CC1CC(C)CN(CCCNC(=O)CN2C(=O)c3cccnc3Oc3ccc(Cl)cc32)C1 (stereo unspecified) → -59.1 | -148.2 | 16.9 | -6.0 | 3.8 | 16.9 | 1.6 | -15.6

More structures follow:
SMILES	697 NFkB inh	Apaf1 inhib	Gli-Sufu antag	UBC13 inh	SENP8 block	CCR6 antagonist	EBI2 block	Jurkat NFkB inh
COc1ccc(C(C)NC(=O)C2CCCC2)cc1OC (stereo unspecified)	-0.9	-10.2	-1.1	0.8	6.2	7.8	-8.2	4.8
CN(C)c1ccnc2sc3c(=O)n(Cc4ccccc4)cnc3c12	13.1	-13.4	5.5	48.0*	-8.6	-23.8	-9.4	21.0
Cc1ccc(N2CCN(C(=O)NC3CCCCC3)CC2)c(C)c1	8.3	5.8	6.9	-2.5	-7.5	16.4	12.1	8.3
Cn1nc(C(=O)NC2CCCCC2)c2c1-c1ccccc1SC2	-41.3	27.4	-23.1	9.3	-10.7	9.9	21.1	-48.7
CCOC(=O)CSc1nc(C)c2cccc(C)c2n1	17.7	0.9	10.0	5.3	3.4	3.2	-4.1	9.2
Cc1ccc(N(C(=O)CNC(=O)c2cccs2)C(C(=O)NC2CCCC2)c2ccncc2)cc1 (stereo unspecified)	-5.2	2.9	3.4	3.3	-3.7	17.8	-14.0	-2.1
Cc1nn(Cc2cccc(C(=O)NC3CCCCC3)c2)c(C)c1Cl	-19.0	7.1	-0.5	17.0	1.1	-4.8	3.2	-12.4
COc1ccc(CC(=O)N2N=C(C)CC2(O)C(F)(F)F)cc1OC (stereo unspecified)	25.2	-20.9	-0.2	14.9	3.4	7.8	-6.1	-10.3
Cc1ccnc(N2C(=O)c3ccccc3C2Nc2ccc3c(c2)OCCO3)c1 (stereo unspecified)	-7.5	-4.6	-2.7	1.8	-1.6	11.6	0.1	-25.9
O=C(O)c1ncsc1-c1ccccc1	4.9	-15.1	6.0	9.1	-3.0	4.2	-4.4	-8.3
CSc1nnc(-c2cc(C)on2)n1-c1ccccc1	5.8	4.2	-2.7	0.8	6.0	-3.1	-11.3	-7.3
O=C(COc1ccccc1)N1c2ccccc2Sc2ccccc21	0.7	15.1	-0.7	-2.6	-10.7	13.2	12.7	-2.5
CCN(CC)S(=O)(=O)c1ccc(C)c(C)c1	11.2	5.6	-2.4	-3.0	0.6	5.3	2.1	-3.6
Cc1ccc2nc(NC(=O)Cn3nc(C)c([N+](=O)[O-])c3C)sc2c1	-4.0	5.5	31.1	5.6	-2.0	9.6	-10.3	4.8
COc1ccccc1N1C(=O)CC(Sc2ccccc2N)C1=O (stereo unspecified)	-14.6	6.6	38.1	0.9	7.1	4.9	-2.2	-19.5
O=C(CO/N=C/c1ccc(OC(F)F)cc1)NCc1cccs1	6.7	6.8	-6.9	-5.0	-9.8	9.0	19.9	-16.1
CN(C)CCCOC(=O)C1c2ccccc2Oc2ccccc21	5.9	4.8	2.5	-0.5	-5.6	4.9	-7.8	-8.7
CC(=O)N1CCN(Cc2nc3cc(NC(=O)c4ccccc4C)ccc3n2C)CC1	-0.1	-5.6	0.9	-3.1	4.9	20.1	-1.0	-2.2
NC(=O)c1nsc(C(=O)N(c2ccccc2)C(C(=O)NC2CCCC2)c2cccs2)c1N (stereo unspecified)	-8.8	-8.9	-6.2	6.0	-4.9	3.8	7.6	-25.0
CCOC(=O)CN1C(=O)N[C@@H](CCc2ccccc2)C(C(=O)OC)=C1C	-12.5	12.1	-7.3	0.6	3.5	5.9	0.2	-12.6
O=S(=O)(c1ccccc1)C1CON(Cc2ccccc2)C1c1ccccc1 (stereo unspecified)	-3.2	12.5	2.1	2.6	-3.3	4.4	2.6	-15.1
CCOc1ccccc1-c1nc(-c2ccncc2)no1	1.3	5.9	-9.2	6.6	-4.1	6.7	3.0	-6.2
Cc1ccc(OCCCC(=O)NCc2ccco2)cc1	-10.4	-14.1	-3.4	2.0	4.2	-7.5	-5.2	-4.7
COc1ccc(-c2[nH]ncc2-c2ccc3c(c2)OCCO3)c(O)c1	13.3	5.4	-10.3	18.0	4.2	10.6	1.1	17.3
Cc1cc(=O)oc(C)c1C(=O)NCc1cccnc1	8.0	-8.5	2.4	-17.3	-2.7	6.1	-3.2	12.3
Cc1cc(OCc2nn[nH]n2)c2c(C)c(Cc3ccccc3)c(=O)oc2c1	24.5	-45.1	-4.7	11.3	-12.1	6.0	2.9	-2.9
CC(=O)C(=[N+]=[N-])C(=O)NCc1ccccc1	14.4	1.3	5.3	1.3	-4.0	0.8	-2.8	-23.0
C=C1CCN([C@@H](CC(C)C)C(=O)NCc2ccc(OC)cc2)S(=O)(=O)c2ccccc21	9.9	3.6	11.5	8.2	5.2	9.1	-0.2	10.8
CSc1cccc(-n2c(C)cc(C(N)=O)c2C)c1	-16.2	11.7	-4.1	-5.1	-3.0	0.7	0.8	1.8
COc1cc(CC(=O)Nc2ccc(S(=O)(=O)N(C)C)cc2)cc(OC)c1OC	19.9	-20.1	-6.0	13.3	-9.9	-5.8	-0.5	3.9
CC(=O)Nc1ccc(C(=O)N/C(=C/c2ccccc2)C(=O)N2CCCCC2)cc1	9.4	-3.9	11.8	7.1	5.7	-8.1	-4.1	7.9
Cc1ccnc(SCC(=O)Nc2sccc2C#N)n1	-46.7	-9.0	5.9	-8.1	-5.3	5.3	-11.1	2.6
CCC(=O)Nc1ccc(NC(=O)c2ccco2)cc1	-22.7	-1.0	-76.2	0.4	-6.4	6.9	-3.5	-59.4
O=C(Nc1c2c(nn1-c1ccc(F)cc1)CS(=O)(=O)C2)c1ccc(S(=O)(=O)N2CCOCC2)cc1	4.3	-1.1	4.3	-6.8	-4.0	13.8	7.9	1.9
COc1ccc(Cl)cc1S(=O)(=O)n1nnc2ccccc21	-7.6	-7.0	2.5	6.1	3.8	7.2	-16.9	-0.3
COc1ccc(S(=O)(=O)N(CC(=O)N2CCN(C)CC2)c2ccc(C)cc2)cc1OC	12.7	-28.9	7.8	5.6	0.1	5.5	-9.5	-11.7
Cc1cc([N+](=O)[O-])nn1Cn1nc([N+](=O)[O-])cc1C	9.1	1.1	2.1	-3.4	-9.4	3.2	2.8	-18.3
Cc1ccc(/C=N/Nc2nc(Cl)c(Cl)cc2Cl)s1	-77.9	-4.0	-69.7	-8.6	5.3	13.5	-7.5	-85.0
CC(=O)OC(c1nc2ccccc2c(=O)n1C1CC2(OC1=O)c1ccccc1N1C(=O)C(C)(C)N(O)C12)C(C)C (stereo unspecified)	-7.0	1.1	2.6	-6.4	7.1	11.3	1.0	2.5
CCN1CCN(C(c2ccccc2)c2nnnn2Cc2ccccc2)CC1 (stereo unspecified)	-8.3	-5.7	-0.5	5.4	-0.4	-5.0	4.5	3.1
CCc1ccccc1NC1=NCC(=O)N1C1CCCCC1	11.6	12.0	3.7	0.0	-2.9	-2.1	-20.1	15.8
O=c1[nH]c(=O)n(Cc2ccco2)c2c1C(C(F)(F)F)(C(F)(F)F)N=C(c1ccc(F)cc1)N2	-19.4	5.8	51.2	-5.3	-5.1	17.4	2.8	23.6
CCCc1nc2ccccc2n1CCOC	-18.1	-0.7	-16.7	8.5	2.8	0.2	3.1	-6.9
COc1ccc2[nH]cc(CCNS(=O)(=O)c3ccccc3)c2c1	-1.3	5.0	-5.2	8.1	-8.2	-6.6	-5.8	-0.1

Bioassay records: PubChem, Sanford-Burnham Center for Chemical Genomics

Some of the compounds tested. The share of hits here may be higher or lower than overall.
